SRC3 inh: inhibits human SRC3 coactivator. Q9Y6Q9. HEK293 GAL4-SRC3 luciferase reporter, luminescence. inhibition, % at 3.6 µM. hit rate 0.17% among 360,000. AID 588352;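 active = inhibition above a per-campaign cutoff, the mean of all compounds plus 3 SD, cut at about 60% in these data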;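 also: 0% = DMSO-treated cells and 100% = gossypol-treated cells at 36 µM; higher means less SRC3-driven luciferase light from the GAL4 reporter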
TWEAK Fn14 block: inhibitors of TWEAK-Fn14 interaction signaling; TWEAK-stimulated Fn14 reporter cells, luciferase luminescence, 8 h; inhibition, % at 10 µM; hit rate 2% among 360,000; in the data active = inhibition above about 50%
ABHD5-PLIN5 inh: ABHD5-PLIN5 protein interaction inhibition; Q00G26+Q8WTS1; Split G. princeps luciferase complementation, luminescence, 4 h; inhibition, % at 4 µM; hit rate 0.78% among 360,000; AID 602281;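 active = inhibition above the mean inhibition across every tested compound plus 3 SD, cut at about 22% in these data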;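 also: 0% = DMSO only wells and the 100% control is not disclosed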
LRH-1 inv ag: suppresses constitutive activity of human LRH-1; hit rate 0.13% among 360,000; HEK293T StAR-luciferase reporter, LRH-1 transfected, 24 h; O00482; AID 602396; inhibition, % at 3.6 µM;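 active = inhibition above the mean inhibition of all tested compounds plus 3 SD, cut at about 73% in these data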;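 also: 0% = DMSO wells and 100% = reporter-only cells lacking LRH-1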
NR2F2 inh: inhibitors of human COUP-TFII (NR2F2); inhibition, % at 8.6 µM; AID 686940; HEK293T NGFI-A luciferase reporter, luminescence; hit rate 0.7% among 370,000;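 active = inhibition above a per-plate cutoff, mean inhibition of test wells between control levels plus 3 SD, cut at about 38% in these data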;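 also: cells cotransfected with COUP-TFII expression vector driving the NGFI-A reporter; 0% = median of COUP-TF2 test wells and 100% = reporter-only cells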
SRC2 inh: human SRC2 (NCOA2) inhibition; Q15596; HEK293 GAL4-SRC2 luciferase reporter, luminescence; inhibition, % at 9 µM; hit rate 0.17% among 370,000;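 active = inhibition above the mean inhibition of all tested compounds plus 3 SD, set per campaign, cut at about 52% in these data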;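 also: 0% = DMSO treated cells and 100% = cells given Gossypol at 36 µM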
Target sequence (Q15596 whole entry, looked up, the tested form may be a part): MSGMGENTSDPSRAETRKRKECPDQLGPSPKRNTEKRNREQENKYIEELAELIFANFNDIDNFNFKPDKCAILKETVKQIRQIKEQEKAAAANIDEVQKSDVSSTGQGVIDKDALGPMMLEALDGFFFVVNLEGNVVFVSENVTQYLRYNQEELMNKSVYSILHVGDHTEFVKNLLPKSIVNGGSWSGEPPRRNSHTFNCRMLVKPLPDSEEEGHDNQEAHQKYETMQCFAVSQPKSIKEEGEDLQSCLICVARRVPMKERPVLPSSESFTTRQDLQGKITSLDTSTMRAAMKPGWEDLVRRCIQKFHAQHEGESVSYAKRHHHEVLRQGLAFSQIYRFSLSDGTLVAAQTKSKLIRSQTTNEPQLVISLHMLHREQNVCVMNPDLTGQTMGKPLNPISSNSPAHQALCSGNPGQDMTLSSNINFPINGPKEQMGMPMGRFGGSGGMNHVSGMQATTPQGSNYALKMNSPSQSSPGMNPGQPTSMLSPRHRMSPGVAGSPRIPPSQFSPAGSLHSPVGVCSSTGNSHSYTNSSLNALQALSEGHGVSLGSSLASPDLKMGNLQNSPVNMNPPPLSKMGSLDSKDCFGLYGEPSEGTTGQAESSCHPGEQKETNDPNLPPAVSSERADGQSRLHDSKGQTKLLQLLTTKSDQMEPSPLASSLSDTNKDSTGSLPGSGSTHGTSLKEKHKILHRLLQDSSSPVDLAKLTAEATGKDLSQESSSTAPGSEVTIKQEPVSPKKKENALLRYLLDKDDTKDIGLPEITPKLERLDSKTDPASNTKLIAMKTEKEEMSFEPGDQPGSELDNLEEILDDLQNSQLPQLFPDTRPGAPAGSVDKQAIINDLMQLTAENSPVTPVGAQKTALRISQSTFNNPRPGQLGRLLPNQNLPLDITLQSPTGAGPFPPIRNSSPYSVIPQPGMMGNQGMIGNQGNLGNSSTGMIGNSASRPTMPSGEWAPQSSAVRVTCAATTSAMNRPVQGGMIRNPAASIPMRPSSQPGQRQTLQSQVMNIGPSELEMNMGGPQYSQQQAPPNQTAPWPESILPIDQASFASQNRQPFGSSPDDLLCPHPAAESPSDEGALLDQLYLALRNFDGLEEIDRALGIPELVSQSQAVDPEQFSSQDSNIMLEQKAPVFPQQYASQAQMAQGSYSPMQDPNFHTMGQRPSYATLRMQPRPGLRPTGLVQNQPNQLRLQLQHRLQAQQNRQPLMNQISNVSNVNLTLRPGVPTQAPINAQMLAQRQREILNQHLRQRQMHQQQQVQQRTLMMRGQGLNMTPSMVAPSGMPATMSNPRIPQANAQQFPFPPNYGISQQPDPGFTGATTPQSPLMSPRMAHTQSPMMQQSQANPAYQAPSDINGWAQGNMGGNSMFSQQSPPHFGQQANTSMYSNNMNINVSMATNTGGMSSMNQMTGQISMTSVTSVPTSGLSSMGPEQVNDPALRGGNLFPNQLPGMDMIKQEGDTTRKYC
TLR9-MyD88 inh: blocks human TLR9 binding to MyD88; hit rate 0.21% among 340,000; CHO BLA complementation TLR9-MyD88, CCF4 FRET ratio; Q9NR96+Q99836; inhibition, % at 4.98 µM;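 active = inhibition above the mean over all tested compounds plus 3 SD, cut at about 21% in these data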;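 also: 0% = DMSO only wells and 100% = clavulanate BLA inhibitor control wells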
TROY NFkB inh: inhibitors of TROY-dependent NF-kB signaling; AID 1347056; hit rate 0.98% among 360,000; Q293 LMP1-TROYcd NF-kB luciferase reporter, 4 h; inhibition, % at 10 µM;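 active = compounds whose plate-normalised and pattern-corrected inhibition of the luciferase reporter signal at the single screening dose is 50% or more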
NOD2-RIPK2 inh: blocks binding of human NOD2 to RIPK2; O43353; CHO BLA complementation NOD2-RIPK2, CCF4 ratio; inhibition, % at 4.98 µM; hit rate 0.38% among 360,000; AID 624267; in the data active = inhibition above about 21%;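 also: 0% = vehicle only and 100% = reference blocker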
NCOA1 inh: human NCOA1 inhibition; HEK293 GAL4-SRC1 luciferase reporter, luminescence; inhibition, % at 3.6 µM; hit rate 0.12% among 360,000;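 active = inhibition above the campaign mean plus 3 SD, with each screening campaign given its own cutoff, cut at about 60% in these data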;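 also: 0% = DMSO treated cells and 100% = gossypol at 36 µM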
Exocytosis inh: lytic granule exocytosis inhibition; TALL-104 LAMP-1 surface exposure, flow cytometry; cells stimulated with thapsigargin and PMA; hit rate 0.66% among 360,000; inhibition, % at 10 µM;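 active = inhibition above about 55%, limit read from the data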
The depositor's hits bear a star; . = no result given. Only part of the results is shown; count on the stated rates, not on these rows.

SMILES	SRC3 inh	TWEAK Fn14 block	ABHD5-PLIN5 inh	LRH-1 inv ag	NR2F2 inh	SRC2 inh	TLR9-MyD88 inh	TROY NFkB inh	NOD2-RIPK2 inh	NCOA1 inh	Exocytosis inh
COc1cc(C=O)ccc1OCc1ccccc1Br	-19.0	42.6	-7.0	-34.3	-30.6	-28.2	-3.4	-34.5	11.4	-51.4	-0.2
Cc1cccc(NC(=S)N2CCN(C(=O)c3ccco3)CC2)c1	3.8	-0.6	-2.7	-5.3	9.8	13.8	-7.9	10.1	-7.2	-64.3	2.2
CCCCN(C(=O)c1ccccc1Br)C(c1ccc(OC)cc1)c1nc2ccccc2[nH]1 (stereo unspecified)	-11.8	30.6	-9.0	2.6	5.9	11.0	.	-3.1	-9.3	5.8	-0.2
COc1ccc2c(Cl)c(C(=O)N/N=C/c3ccncc3)sc2c1	-24.3	33.1	-8.7	-15.8	-25.9	-17.7	4.9	-28.8	6.4	-11.1	-6.7
CN(C)CCCNc1nc2cc(-c3ccc(C(=O)N4CCN(C)CC4)cc3)sc2c(=O)n1C	2.4	-2.0	-1.4	12.1	11.4	-24.0	.	-12.4	-0.3	-9.8	-5.1
COc1cc(C(=O)NNC(=O)COc2cccc(F)c2)ccc1OCC(=O)N1CCOCC1	-9.2	5.2	-9.3	2.3	-14.5	-9.2	-1.0	2.8	-15.0	6.3	-6.1
COc1ccc(C(=O)CCN2CCCCCC2)cc1	-14.2	-5.2	-4.6	10.3	3.3	0.2	-1.0	1.0	5.6	10.8	0.4
Cc1ccc(C(=O)Nc2cccc(C(F)(F)F)c2)cc1NC(=O)c1[nH]cnc1C(N)=O	-10.5	-42.8	0.5	1.9	-7.1	-11.9	-8.2	-5.9	4.1	-3.1	3.8
Cc1ccc(N(O)C(=O)OCCNC(=O)Nc2ccccc2)cc1	2.6	8.7	-1.5	4.5	-13.1	3.3	10.8	12.4	7.3	-10.1	-0.6
S=C(NCc1ccco1)Nc1ccccn1	-6.7	-5.0	0.8	-3.6	-4.6	-7.5	-6.2	-9.3	-3.9	-51.3	3.4
CCOC(=O)c1ccc(NC(=O)Cn2ccc([N+](=O)[O-])n2)cc1	14.2	-19.2	-10.2	-8.5	-12.8	19.0	-6.3	14.8	-1.5	-0.9	2.7
Cc1ccc(N(C(=O)c2cnccn2)C(C(=O)NC2CCCCC2)c2ccc(O)cc2)cc1 (stereo unspecified)	5.7	-18.3	-5.2	-1.4	6.8	-31.6	-14.0	-0.6	3.9	-1.3	-4.3
COc1ccc2c(CC(=O)OCC(=O)Nc3cc(C)c(C)cc3[N+](=O)[O-])coc2c1	18.2	13.7	-0.9	-23.2	-2.6	-15.3	-2.9	-16.1	3.4	-17.4	-3.9
O=C(Nc1ccc(F)cc1)c1ccc(-n2ccnc2)nc1	10.9	-11.6	5.2	-13.3	-6.2	-24.3	12.3	-40.0	-5.3	13.2	-0.6
O=C(COc1cc2oc(=O)cc(-c3ccccc3)c2cc1Cl)NCCN1CCOCC1	13.0	-29.8	4.0	44.5	20.5	-1.3	-3.7	6.4	6.5	-7.7	-2.0

The closing three compounds of the section above open the next one.
SMILES	SRC3 inh	TWEAK Fn14 block	ABHD5-PLIN5 inh	LRH-1 inv ag	NR2F2 inh	SRC2 inh	TLR9-MyD88 inh	TROY NFkB inh	NOD2-RIPK2 inh	NCOA1 inh	Exocytosis inh
COc1ccc2c(CC(=O)OCC(=O)Nc3cc(C)c(C)cc3[N+](=O)[O-])coc2c1	18.2	13.7	-0.9	-23.2	-2.6	-15.3	-2.9	-16.1	3.4	-17.4	-3.9
O=C(Nc1ccc(F)cc1)c1ccc(-n2ccnc2)nc1	10.9	-11.6	5.2	-13.3	-6.2	-24.3	12.3	-40.0	-5.3	13.2	-0.6
O=C(COc1cc2oc(=O)cc(-c3ccccc3)c2cc1Cl)NCCN1CCOCC1	13.0	-29.8	4.0	44.5	20.5	-1.3	-3.7	6.4	6.5	-7.7	-2.0
CC(=O)Nc1ccc(NC(=O)c2ccc3c(c2)C(=O)N(c2ccccc2C)C3=O)cc1	-10.2	15.0	6.4	12.8	-1.8	0.9	-5.8	7.0	-2.8	14.0	1.1
N#CC1=C(SCc2ccc(C#N)cc2)N=C(N)C(c2nc(-c3ccccc3)cs2)C12CCCCC2 (stereo unspecified)	2.5	43.0	11.5	-16.8	3.7	-5.7	-2.1	13.7	-2.5	10.2	-5.1
Cc1ccc(C(c2sc3nc(C)nn3c2O)N2CCN(C(=O)c3ccco3)CC2)cc1 (stereo unspecified)	-4.8	16.1	-5.3	15.0	14.6	-15.7	-1.4	8.7	4.0	-4.2	-1.7
O=P(O)(CCc1ccccc1)C(O)c1ccccc1 (stereo unspecified)	-11.6	9.6	-0.3	-1.6	-0.8	12.3	-7.6	-1.5	-13.0	8.6	2.4
CCCCNC(=O)c1ccc2c(c1)N(CC)C(=O)CS2	5.6	4.3	3.9	4.6	-1.6	11.6	-7.0	9.9	-8.6	3.0	-6.1
O=C(CCC(=O)Nc1ccc(F)cc1)N/N=C/c1cccc(Br)c1	8.9	7.0	-0.9	14.6	-3.2	-18.2	4.5	3.8	-14.1	-7.1	-8.5
CCCCC[C@@H]1C=C(C(=O)O)[C@H](c2ccc(Cl)c(Cl)c2)N1S(=O)(=O)c1ccc(C)cc1	-8.1	1.1	0.8	14.8	4.9	-38.6	-4.0	33.1	-6.7	16.1	2.6
O=C(Nc1ccc(Cl)cc1)N1CCCC(Cn2cccc2)C1 (stereo unspecified)	-11.9	-14.2	-5.3	-0.3	17.3	-1.3	-8.6	-19.6	1.4	-16.5	-12.5
Cc1ccc(-n2c(C)c([N+](=O)[O-])c3ccc(O)c(CN(C)C)c32)cc1	41.6	75.0*	0.2	-10.4	42.8*	35.8	1.9	50.7*	-8.9	48.9	-0.8
CN1C(=O)C(c2cn(C)c3ccccc23)(c2cn(C)c3ccccc23)c2cc(F)ccc21	.	.	-1.8	12.8	-4.8	33.6	.	.	-46.0	.	3.2
CCOc1ccc(NC(=O)CN2CCCC2c2cccs2)cc1S(=O)(=O)N1CCCC1 (stereo unspecified)	14.5	26.9	-3.3	1.2	1.4	3.7	3.8	-22.6	4.7	-15.9	1.3
COc1ccc(CNC(=O)CSc2ccc(Br)cc2)cc1OC	2.5	6.1	7.2	8.9	-7.5	3.5	-2.6	8.6	6.5	-9.7	1.1
CCC(c1ccc(O)cc1)C(CC)c1ccc(O)cc1 (stereo unspecified)	-6.7	4.1	0.2	-3.8	5.3	4.6	-5.0	52.4*	-0.1	5.0	1.8
CC(Oc1cccc(F)c1)C(=O)/C=C\N(C)C (stereo unspecified)	8.6	5.6	0.1	-2.5	-13.7	6.3	5.0	7.8	-8.2	-1.4	-4.7
S=c1[nH]ncn1-c1ccccn1	-35.2	34.0	1.6	-2.7	-13.8	13.6	0.1	-14.0	1.2	-9.7	1.1
CC(=O)NC(Cc1ccccc1)C(=O)OCC(=O)c1ccc(Cl)cc1 (stereo unspecified)	14.2	1.0	2.0	-7.2	10.4	13.6	4.5	-8.2	0.0	-3.5	-6.2
C=CCn1c(=O)c2ccccc2n2c(SCC(=O)N3CCCc4ccccc43)nnc12	11.2	13.4	-1.3	11.0	-0.8	6.8	10.8	-19.9	-10.6	5.4	1.2
CCN(CC(=O)NC(C)C)C(=O)[C@H](C)NC(=O)c1ccc(Br)cc1	16.7	-4.6	2.7	7.3	-0.8	-12.2	3.3	8.7	7.7	-13.9	-0.9
COC(=O)c1cc2c(C)nn(-c3ccccc3)c2s1	-6.9	-22.4	-4.0	-11.2	7.2	9.4	5.8	-25.2	1.5	-25.7	1.6
CCOCCCNc1ncnc2c1[nH]c1ccccc12	1.5	42.5	-0.9	5.5	36.2	13.9	-1.1	.	-2.0	-2.3	-1.8
CC(=O)c1c(C)nn(C(C)CC(=O)O)c1C (stereo unspecified)	12.8	4.2	-0.9	8.3	-4.8	2.3	1.6	-24.3	3.4	-3.2	0.0
Cc1onc(-c2ccccc2Cl)c1C(=O)Nc1ccccc1O	-1.8	28.2	-1.2	17.9	6.6	-7.2	-5.5	11.3	-0.1	15.2	6.1
COc1ccc(OCCNC(=O)/C=C/c2ccc([N+](=O)[O-])cc2)cc1	4.9	-14.2	0.0	20.6	-14.2	10.4	1.2	-6.2	-8.7	-14.8	-2.4
NC(=O)C[C@@H]1NC(=O)CNC(=O)c2cc([N+](=O)[O-])cc(I)c2NCCC(C(N)=O)NC1=O (stereo partly specified)	-10.9	3.7	0.8	10.8	-1.7	16.1	-5.6	-6.7	1.7	9.5	5.2
c1ccc2c(-c3csc(-c4ccncc4)n3)c[nH]c2c1	-57.5	9.9	-2.8	-9.5	-33.6	-51.0	0.8	-20.6	12.1	-52.6	5.1
COc1cc(C(=O)NNC(=S)Nc2ccc(S(N)(=O)=O)cc2)cc(OC)c1OC	14.0	-3.4	-10.0	-3.6	14.8	8.1	3.7	8.4	9.1	-7.0	-8.5
COc1cccc(/C=C/C(=O)c2ccc(NS(=O)(=O)c3ccc(C)cc3)cc2)c1	-3.8	44.1	32.1*	18.2	13.7	23.0	1.9	6.6	1.2	-0.6	-1.2
Cc1cccc(NC(=S)NCCc2ccc(S(N)(=O)=O)cc2)c1C	24.3	-8.4	0.1	11.9	12.7	14.2	0.9	3.6	1.5	6.4	14.5
Cc1ccc(O)c(CNn2cnnc2)c1	10.7	0.2	1.5	-4.7	-14.6	-15.3	-5.3	1.9	-4.6	-9.7	-2.8
Cc1cccc(Nc2nc(N)nc(CN3CCN(C)CC3)n2)c1	7.4	3.6	-2.5	1.6	2.4	-11.3	-2.4	-9.5	-7.6	-24.1	1.1
Cc1cc(NC(=O)CSc2n[nH]c(-c3ccccc3Br)n2)no1	-14.7	-5.4	-0.9	7.6	11.6	7.0	-2.5	5.3	-5.7	-0.6	-8.5
O=C(Nc1ccc(OC(F)F)cc1)c1cc(S(=O)(=O)N2CCCCC2)ccc1N1CCOCC1	-9.5	-12.7	-1.3	7.5	-4.1	2.8	12.5	4.9	2.5	1.7	-3.6
Cn1c(=O)c2c(nc(Cl)n2CC(=O)NC2(C#N)CCCCC2)n(C)c1=O	3.4	-5.1	1.9	7.4	-5.0	-18.2	0.8	1.1	0.9	-36.6	6.3
Cc1noc(C)c1COc1cccc(C(=O)OC(C)C(=O)Nc2c(C)n(C)n(-c3ccccc3)c2=O)c1 (stereo unspecified)	15.1	10.1	0.8	8.6	4.7	14.2	-8.1	4.4	-0.2	15.4	3.6
CN(C(=O)COC(=O)c1ccccc1OCc1ccc(F)cc1)C1CCS(=O)(=O)C1 (stereo unspecified)	22.3	-27.7	5.8	7.0	26.4	-48.5	3.1	2.3	-0.8	-13.2	-2.3
CCOC(=O)c1c(C)[nH]c(C)c1C(=O)COc1ccc(NC(=O)c2ccco2)cc1	6.8	2.3	-3.0	2.9	11.6	-15.6	-0.6	14.1	-4.8	-5.8	1.3
COc1cc(C2NC(=O)NC(c3ccccc3)=C2C(C)=O)cc([N+](=O)[O-])c1O (stereo unspecified)	-20.8	-8.4	-4.2	7.0	-12.2	-21.8	-3.4	13.1	-7.8	-6.0	0.2
CC(=O)Oc1cccc(/C=N\NC(=O)C(=O)N/N=C/c2cccc(OC(C)=O)c2)c1	17.7	-15.9	5.9	12.1	-12.7	-6.2	-0.5	-20.9	-12.8	7.1	0.5

Screening data as filed in PubChem.
